# CHRM5 antagonist: blocks acetylcholine activation of human M5 receptor. P08912. CHO-hM5 cells, Fluo-8 calcium fluorescence, ACh EC80. inhibition, % at 3 µM. 360,000 tested, 0.59% active. AID 624040;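 active = inhibition above a per-plate cutoff, the mean of that plate's test compounds plus 3 SD, cut at about 27% in these data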;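 note: 0% = acetylcholine EC80 with DMSO and 100% = DMSO without agonist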
# Target sequence (P08912 whole entry, looked up): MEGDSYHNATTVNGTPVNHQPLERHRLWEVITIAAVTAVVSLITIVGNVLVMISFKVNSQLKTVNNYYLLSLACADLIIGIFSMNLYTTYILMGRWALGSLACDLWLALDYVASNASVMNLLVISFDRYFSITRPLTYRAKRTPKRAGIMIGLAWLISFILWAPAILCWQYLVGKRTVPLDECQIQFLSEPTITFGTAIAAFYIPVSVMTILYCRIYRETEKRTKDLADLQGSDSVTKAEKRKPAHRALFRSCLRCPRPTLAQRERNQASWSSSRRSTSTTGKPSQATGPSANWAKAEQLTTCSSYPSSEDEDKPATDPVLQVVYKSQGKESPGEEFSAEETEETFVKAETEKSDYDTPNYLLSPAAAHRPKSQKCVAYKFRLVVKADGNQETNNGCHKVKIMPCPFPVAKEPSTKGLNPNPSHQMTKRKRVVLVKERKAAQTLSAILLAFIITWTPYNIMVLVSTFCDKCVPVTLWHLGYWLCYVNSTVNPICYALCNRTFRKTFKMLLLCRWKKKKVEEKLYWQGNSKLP
# CRFBP-R2 agonist: CRF-BP/CRF-R2 complex agonism; HEK293 CRF-R2/CRF-BP, calcium dye fluorescence (FLIPR); percent of saturating CRF peptide response; activation, % at 13.2 µM; 350,000 tested, 0.46% active; AID 588473;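 active = activation of at least 50%, plus an integration ratio under a set limit after plate pattern correction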;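 note: plate controls were neutral control wells without compound for no effect and CRF at EC100 for full effect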
# CHRM4 antagonist: CHRM4 antagonism in calcium assay. CHO-hM4 cells, ACh EC80, Fluo-8 calcium fluorescence. P08173. 360,000 tested, 0.73% active. inhibition, % at 3 µM. AID 624125;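 active = inhibition above its plate's cutoff, the mean inhibition of sample wells plus 3 SD, cut at about 27% in these data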;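 note: 0% = acetylcholine EC80 with DMSO and 100% = DMSO without agonist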
# Target sequence (P08173 whole entry, looked up): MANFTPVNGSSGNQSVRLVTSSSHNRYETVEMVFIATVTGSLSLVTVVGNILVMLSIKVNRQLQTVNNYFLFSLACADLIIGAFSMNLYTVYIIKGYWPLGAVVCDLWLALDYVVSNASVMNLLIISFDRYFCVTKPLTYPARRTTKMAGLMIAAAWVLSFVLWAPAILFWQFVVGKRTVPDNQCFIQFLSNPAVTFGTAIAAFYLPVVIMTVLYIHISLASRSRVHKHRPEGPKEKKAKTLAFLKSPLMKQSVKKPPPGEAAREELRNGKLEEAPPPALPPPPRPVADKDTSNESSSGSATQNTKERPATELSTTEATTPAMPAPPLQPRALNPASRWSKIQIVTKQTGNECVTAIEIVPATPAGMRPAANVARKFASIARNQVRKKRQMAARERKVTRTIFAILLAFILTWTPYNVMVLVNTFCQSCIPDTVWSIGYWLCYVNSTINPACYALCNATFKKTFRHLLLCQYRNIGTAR
# IDE inh: inhibitors of human insulin-degrading enzyme in cells. HEK cells, FAbetaB cleavage, fluorescence polarization. inhibition, % at 5.59 µM. 320,000 tested, 0.41% active. AID 434962;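 active = percent inhibition above the average of all tested compounds plus 3 SD, set per screening campaign, cut at about 16% in these data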;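 note: IDE supplied by intact live HEK cells; FP after avidin binding of uncleaved biotin substrate so inhibition keeps polarization high; 0% = DMSO wells and 100% = 60 µM reference IDE inhibitor Ii1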
# CHRM5 PAM: CHRM5 positive allosteric modulation; activation, % at 3 µM; P08912; CHO-K1 hM5, Fluo-8 calcium, ACh EC20 PAM; 0% = ACh EC20, 100% = ACh EC100; 360,000 tested, 0.3% active;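 active = activation above the run cutoff, the mean activation of all test compounds plus 3 SD, cut at about 18% in these data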
#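 Replicates: One well per compound, no replicates | System: Human M5 receptor in CHO-K1 cells | Benchmarks: Low control EC20 acetylcholine (0%), high control EC100 acetylcholine (100%) | Probe or stimulus: Acetylcholine, EC20 level | Times: Fluo-8 loading 80 min at 37 °C plus 30 min room temperature | Signal: Intracellular calcium via Fluo-8 fluorescence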
# CRFR2-BP antag: blocks CRF-induced signaling of the CRF-BP/CRF-R2 complex. inhibition, % at 11.8 µM. 350,000 tested, 0.59% active. HEK293 CRF-R2/CRF-BP, CRF-induced calcium fluorescence;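 active = inhibition of the ligand-induced calcium signal above about 50% at the single tested concentration, limit read from the data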
# M4 PAM: positive allosteric modulators of human muscarinic M4 receptor. P08173. CHO-K1 hM4/Gqi5, Fluo-8 calcium fluorescence, ACh EC20; 0% = ACh EC20, 100% = maximal ACh. activation, % at 3 µM. 360,000 tested, 0.4% active;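 active = activation above its plate's cutoff, the mean activation of sample wells plus 3 SD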; note: some results filed as inactive read as strong as hits
# CHRM5 agonist: CHRM5 agonism in calcium assay; CHO-K1 hM5 cells, Fluo-8 calcium fluorescence; 0% DMSO wells, 100% maximal acetylcholine response; 360,000 tested, 0.19% active; P08912; activation, % at 3 µM;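 active = activation above the run's mean over test compounds plus 3 SD, cut at about 23% in these data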;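 note: signal is peak over basal fluorescence ratio across the kinetic read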
# M4 ag: agonists of human muscarinic M4 receptor (CHRM4); 360,000 tested, 0.14% active; AID 624127; CHO-K1 hM4/Gqi5, Fluo-8 calcium fluorescence; vehicle 0%, full acetylcholine response 100%; P08173; activation, % at 3 µM;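 active = activation above the run mean over all test wells plus 3 SD, cut at about 32% in these data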;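 note: peak over basal fluorescence ratio per well then scaled between controls; 0% = DMSO wells and 100% = acetylcholine at EC100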
# The depositor's hits bear a star; / = no result given.
SMILES,CHRM5 antagonist,CRFBP-R2 agonist,CHRM4 antagonist,IDE inh,CHRM5 PAM,CRFR2-BP antag,M4 PAM,CHRM5 agonist,M4 ag
Cc1ccccc1CN(CC(=O)Nc1cccc([N+](=O)[O-])c1)S(=O)(=O)c1ccc(Cl)cc1,12,0.3,1,6,-12,-6,-10,-1,3
Cc1cc2c(C)ccc(C)c2nc1SCC(=O)c1cccs1,-1,12,-5,3,1,2,8,3,0
O=S(=O)(NC1CCCCC1Oc1ccccc1)c1ccccc1 (stereo unspecified),-1,0.1,-13,-5,-5,-12,0,-7,-1
COc1ccc(Cc2nnc(NC(=O)c3cc(OC)c(OC)c(OC)c3)s2)cc1OC,9,0.7,1,3,-3,-17,-3,0,0
N#CC1=C(N)Oc2cc(N)ccc2C1c1cccc(Br)c1 (stereo unspecified),12,18,-9,/,-5,-21,3,2,1
NC(=O)c1ccsc1NC(=O)c1coc2ccccc2c1=O,-14,1.1,-6,-4,1,1,6,-2,5
O=C(NCCCn1ccnc1)c1cc(-c2ccc(Cl)cc2)nc2ccccc12,4,-2.2,0,3,-8,-1,-5,-1,8
Cc1c(C(=O)NCC2COc3ccccc3O2)oc2ccc(S(=O)(=O)N(C)C3CCCCC3)cc12 (stereo unspecified),5,-0.7,0,-1,-7,11,4,2,-2
Cc1ccc(S(=O)(=O)Nc2ccc(-n3cnnn3)cc2)cc1,-11,1.1,-3,0,11,6,8,1,3
O=C(O)CN1C(=O)C2C3CC(C2C1=O)C1C(c2ccc(F)cc2)c2sc(=O)[nH]c2SC31 (stereo unspecified),12,-1.2,4,-6,-3,1,11,-2,0

# Record cards, as listed above. Screens in order: CHRM5 antagonist | CRFBP-R2 agonist | CHRM4 antagonist | IDE inh | CHRM5 PAM | CRFR2-BP antag | M4 PAM | CHRM5 agonist | M4 ag
# `O=C(O)CN1C(=O)C2C3CC(C2C1=O)C1C(c2ccc(F)cc2)c2sc(=O)[nH]c2SC31` (stereo unspecified) is listed with 12 | -1.2 | 4 | -6 | -3 | 1 | 11 | -2 | 0
# `Cc1c(C(=O)NCC2COc3ccccc3O2)oc2ccc(S(=O)(=O)N(C)C3CCCCC3)cc12` (stereo unspecified) is listed with 5 | -0.7 | 0 | -1 | -7 | 11 | 4 | 2 | -2

# (continued)
SMILES,CHRM5 antagonist,CRFBP-R2 agonist,CHRM4 antagonist,IDE inh,CHRM5 PAM,CRFR2-BP antag,M4 PAM,CHRM5 agonist,M4 ag
COC(=O)C[C@H]1CC[C@@H](NC(=O)Nc2cccc(OC)c2)[C@@H](CO)O1,-5,/,-3,/,3,/,5,1,1
O=C1NC[C@@H](CCCCN2CCN(CC3CCCCC3)C(=O)C2=O)N(CCC2CCCCC2)C1=O,1,/,12,/,-3,/,-2,-2,0
CC(=O)c1cccc(Oc2ncccn2)c1,10,0.5,-22,5,-5,-15,4,-1,1
O=[N+]([O-])c1cccc(/C(=N/N=C/c2ccccc2Br)C23CN4CN(CN(C4)C2)C3)c1,3,1.6,-6,4,-2,4,-12,-4,2
Cc1cccc(C(=O)NCc2nnc(SCC(=O)NC3=NCCS3)n2C)c1,9,-0.2,-28,1,-7,-5,5,-5,-1
COc1cccc(NC(=O)C2CCN(S(=O)(=O)c3ccc4c(c3)CC(C)N4C(C)=O)CC2)c1 (stereo unspecified),-1,-3.2,-1,5,-4,5,-2,1,10
Cc1ccc(NC2=NCCC2)cc1Cl,5,-2.0,9,0,-6,1,-1,-6,0
O=C(CSc1ccccn1)N1CCc2ccccc21,18,-0.2,-2,-5,-1,-3,-5,-2,0
O=C(O)C1CCCCC1C(=O)Nc1nccs1 (stereo unspecified),-9,-0.7,-17,5,9,20,10,-3,2
CCOc1ccc(-c2nnc(SCC(=O)NC3CC3)o2)cc1,0,0.1,7,-2,-1,6,2,2,1
CCCOc1c(Br)cc(C(=O)OCC(=O)NC(=O)c2cccn2C)cc1OC,12,5.6,2,-1,3,-9,-2,-3,1
Cc1ccc(Sc2c(C=O)c3ccccc3n2C)cc1,6,9.1,7,4,-12,58*,2,-6,-3
CCN(C(=O)CSc1nnc(COc2ccccc2F)n1N)C1CCS(=O)(=O)C1 (stereo unspecified),-17,-0.3,-13,4,5,-5,5,1,1
O=C(NCCOc1ccccc1)c1ccccc1Cl,1,-0.9,3,3,3,0,1,-3,1
Cn1c2ccccc2c2ncn(Cc3ccc(F)cc3)c(=O)c21,6,-0.9,-2,-1,-1,-10,-5,-2,3
COc1cc(-c2nnc(SCC(=O)Nc3cc(C)on3)n2C)cc(OC)c1O,-3,-0.6,1,-3,-2,9,9,3,2
COc1ccc(CCNC(=O)Cn2nnc(C(=O)Nc3cc(C)ccc3C)c2N)cc1OC,-8,-1.4,8,-6,3,5,2,-3,7
CCn1c2nc(SCCN3CCOCC3)nnc2c2cc(C)cc(C)c21,16,0.3,12,3,-6,7,-3,-2,5
O=C(NCc1ccccc1)c1ccc(NC(=O)C2CC2)cc1,-3,0.6,-8,/,1,-1,3,0,1
O=C(N/N=C/c1cccs1)c1n[nH]c2c1CCCC2,13,-0.7,6,0,-10,-12,-7,0,6
C[C@H](CO)N1C[C@H](C)[C@H](CN(C)Cc2ccc(Oc3ccccc3)cc2)Oc2cc(Br)ccc2S1(=O)=O,4,0.1,-6,/,-2,1,4,0,0
C=C(C)c1cc2c(ccc3ccc(=O)oc32)o1,9,-1.2,-3,-1,-2,-2,-3,1,0
CC(Sc1c[nH]c2ccccc12)C(=O)O (stereo unspecified),-4,-2.1,-1,4,-1,30,2,2,1
O=C(O)C1C=CC(C(=O)O)c2ccccc21 (stereo unspecified),-5,-2.6,-10,/,3,0,3,0,0
CC(=O)Nc1ccc(SCC(=O)Nc2ccccc2Oc2ccccc2)cc1,-2,-0.4,2,0,-6,0,-9,4,6
Cc1ccc(/C=N/NC(=O)c2nnn(-c3nonc3N)c2C)o1,-2,-0.1,4,/,2,7,2,-3,2
CC(=O)c1ccc(N2CCN(S(=O)(=O)c3c(C)[nH]c(C)c3C(=O)N3CCCCC3)CC2)cc1,3,-0.8,1,-2,0,-7,0,-7,1
Cc1cc(C)cc(CC(=O)N2CCC2(C)C(=O)NS(=O)(=O)c2ccccc2)c1 (stereo unspecified),3,/,7,/,-3,/,-4,0,1
Cc1cccc(NC(=O)C2CCCN(S(=O)(=O)c3cccc4nonc34)C2)c1 (stereo unspecified),9,2.2,7,4,-2,-13,0,-1,2
COc1ccc(CCNC(=O)Cn2ccc3c(OC)cccc3c2=O)cc1OC,8,-5.0,1,-10,-2,1,-10,-4,1
CSc1ccccc1NC(=O)c1c(C)noc1C,-2,-0.8,4,-2,4,-11,6,0,1
COCCNc1nnc(SCC(=O)Nc2sc3c(c2C(=O)c2ccccc2)CCCC3)s1,-1,-2.8,-8,13,-6,-15,-2,-2,3
COc1ccc(N/C=C(\[N+](=O)[O-])S(=O)(=O)c2ccccc2)cc1,5,0.1,1,3,-3,-6,1,2,1
COc1ccc(-c2ccc(-c3noc(C(C)C)n3)c(OC)n2)cc1,6,9.4,10,6,-8,-11,6,-2,-2
Cc1cc(C)cc(N2C(=O)CC(Sc3ccccc3C(=O)O)C2=O)c1 (stereo unspecified),7,0.2,-6,10,0,24,6,-1,0
COc1ccc(C(=O)NCCn2cc(SCC(=O)NCC3CCCO3)c3ccccc32)cc1 (stereo unspecified),5,1.1,-6,-1,-1,-11,5,-2,3
COc1ccc(-c2csc3ncn(-c4ccccc4OC)c(=O)c23)cc1OC,1,-9.3,-25,8,-7,4,30*,-5,6
COc1ccc(N=Cc2c(O)n(-c3cccc(C)n3)c(=O)c3ccccc23)c(OC)c1,-8,72*,1,4,6,-49,-1,3,0
CC1CCc2sc(C(=O)NN=C3CCCC3)cc2C1 (stereo unspecified),0,-0.9,0,/,0,-4,3,1,0
N=c1c2c3c(sc2ncn1N)CCCCC3,-10,0.1,-7,4,5,-1,11,-6,0
COCCOc1cnn(-c2cc(Oc3ccc(C)cc3)ncn2)c(=O)c1Cl,2,-0.7,10,-2,-1,1,5,3,1
CC1(C(=O)NC2CCCCCC2)CCC(=O)N1Cc1ccc2c(c1)OCO2 (stereo unspecified),-9,-1.7,5,9,0,-3,3,1,1
Cc1ccc(CNC(=O)CCCNC(=O)c2ccc(Cl)cc2)n1C,-5,-0.9,-4,-1,6,2,5,-1,0
S=C(NC1CCCCC1)N1CCN(C2CCCCC2)CC1,8,11,3,3,5,-7,-3,-11,1
O=C(NS(=O)(=O)c1ccccc1)c1cccc(Br)c1,14,-1.0,-2,7,-4,11,1,-4,0
Cc1ccc(NC(=O)C2CCN(S(=O)(=O)c3ccc(N4CCCC4=O)cc3)CC2)cc1Cl,50*,0.7,24,9,-15,17,-10,2,19
CCN(CC)CCNC(=O)CCc1nnc2ccc(N3CCC(C)CC3)nn12,8,-0.3,1,-2,0,6,-6,-8,-1
CCOC(=O)C1=C(O)CSC1=Nc1ccc(C)cc1,-2,-0.6,6,-4,4,12,-1,-1,-2
CCc1ccc(NC(=O)C2CC(=O)N=C(N)S2)cc1 (stereo unspecified),-8,0.0,-7,1,3,12,1,2,0
CC(C)CN(C(=O)COC(=O)CSc1ccc(Br)cc1)C1CCS(=O)(=O)C1 (stereo unspecified),-1,-0.6,-10,/,-8,-11,-2,2,4
# Going on with the list:
SMILES,CHRM5 antagonist,CRFBP-R2 agonist,CHRM4 antagonist,IDE inh,CHRM5 PAM,CRFR2-BP antag,M4 PAM,CHRM5 agonist,M4 ag
COc1ccc(C(=O)N2CCN(c3ccc([N+](=O)[O-])c(-n4nc(C)cc4C)c3)CC2)cc1,-7,-2.9,2,4,-3,19,-3,-1,0
COc1ccc2sc(-c3ccc(N(C)C)cc3)c(C#CCO)c2c1,7,2.7,-3,3,3,-2,15,1,4
CN(C)C(=O)c1cccn(Cc2ccc(C(F)(F)F)cc2)c1=O,-9,-0.4,-10,-8,10,17,4,1,0
CC(C)OC(=O)CN1CCN(S(=O)(=O)c2cc(Cl)ccc2Cl)CC1,-4,-2.5,-10,0,3,0,12,-3,1
CCN(C(=O)COc1cccc2cccnc12)C1CCS(=O)(=O)C1 (stereo unspecified),9,-0.7,-6,-4,-4,5,-4,-3,1
Cc1ccc(C(=O)N/N=C/c2ccc(-c3cccc(Cl)c3)o2)cn1,11,-0.1,9,1,-13,-14,14,-3,8
CCN(CC(=O)Nc1ccccc1OC)C(=O)Cn1cnc2ccccc2c1=O,-1,1.4,-5,-2,-3,-4,-2,-3,0
O=C1CCCC2=C1C(c1ccncc1)c1c(nc(SCc3ccccc3)[nH]c1=O)N2 (stereo unspecified),5,-1.7,-3,3,-8,5,9,-12,0
CC(=O)Nc1ccc(NS(=O)(=O)Cc2ccccc2)cc1,4,-1.5,-1,-6,-1,8,5,-5,2
O=C(N/N=C/c1cc([N+](=O)[O-])ccc1Cl)c1ccc2nc[nH]c2c1,2,0.3,-1,-2,-3,13,1,-2,1
Nc1c(N(Cc2ccccc2)C(=O)COc2ccc(F)cc2)c(=O)[nH]c(=O)n1Cc1ccccc1,13,-0.8,2,2,1,6,-4,-3,0
CC[C@]12c3[nH]c4cc(CCC(=O)N(C)C)ccc4c3CCN1C(=O)[C@@H](CC(=O)NCc1ccco1)C[C@@H]2C(=O)N1CCN(C(=O)C2CC2)CC1,-11,0.1,-16,/,-1,4,9,0,1

# Compound activity deposited in PubChem BioAssay by several laboratories.
